# High-throughput results as filed in PubChem BioAssay.
# UDG counterscr – counter-screen for AID inhibitors: uracil-DNA glycosylase inhibition; FRET deamination/UDG coupled assay, UDG read, 4 h; Potency, µM (top dose mostly 115 µM), without a hit: top-dose activity change, negative = inhibition, usual class: inhibitors; 0.14% of 91,000 active; note: nearly all actives have a fitted effect of over 65% in size
# AID inh – blocks human AID cytidine deaminase activity; Q9GZX7; AID deamination FRET fluorescence, UDG-coupled, 4 h; Potency, µM (highest dose often 115 µM), for inactives: at the highest dose activity change, negative = inhibition, actives largely listed as inhibitors; 0.32% of 91,000 active; AID 1347428; note: nearly all actives have a fitted effect of over 25% in size
# Target sequence (Q9GZX7 whole entry, looked up): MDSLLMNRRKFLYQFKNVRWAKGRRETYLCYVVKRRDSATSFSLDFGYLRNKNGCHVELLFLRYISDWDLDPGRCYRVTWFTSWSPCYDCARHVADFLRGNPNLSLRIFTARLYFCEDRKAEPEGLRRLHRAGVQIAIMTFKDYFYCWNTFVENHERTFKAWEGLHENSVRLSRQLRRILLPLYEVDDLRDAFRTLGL
# The depositor's hits bear a star; u = inconclusive; [ ] = another dose, or the depositor's remark. Calls come from the whole dose curve; as a rule, active = well fitted curve in the direction sought with a large enough effect; inconclusive = small, poorly fitted or top-dose-only effect, or another doubt; inactive = no such curve, though single readings can be large; an effect the other way counts as inactive or inconclusive. % is set by controls: 0 for no effect and ±100 for the full control effect; potency is the fitted concentration of half-maximal effect. A portion of the library (hit frequency here may not be typical).
No.	compound	UDG counterscr	AID inh
1	COc1ccc(NC(=O)C2CCCN(c3nnc(C)c4c(C)n(-c5ccccc5)nc34)C2)cc1Cl (stereo unspecified)	-12%	1%
2	CCCN(CCC)C(=O)C(CCC(=O)O)NC(=O)c1ccccc1 (stereo unspecified)	8%	-11%
3	COc1ccc(C(=O)NCC23CC4CC(CC(C4)C2)C3)cc1	3%	-7%
4	Nc1cc(=O)[nH]c(N)n1	-1%	1%
5	Cc1oncc1C(=O)Nc1ccc(C(F)(F)F)cc1	-7%	1%
6	Cc1ccc(Cc2c(C)nc3c(-c4ccccc4)c(C)[nH]n3c2=O)cc1	-5%	-6%
7	CCOc1ccccc1NC(=O)CSc1nc2ccccc2c2nc(CCn3cncc3C)nn12	-9%	u
8	CN1CCC(=C2c3ccccc3CC(=O)c3sccc32)CC1	-2%	-9%
9	O=C(O)CCCCCCCC(=O)O	7%	-2%
10	O=C(NCCN1CCOCC1)c1ccc(Cl)cc1	2%	1%
11	Cc1cc(Cl)ccc1NC(=O)Cn1nc(C)c2c(C)n(-c3ccccc3)nc2c1=O	-3%	-27%
12	Cc1nc2c([nH]1)c(=O)n(C)c(=O)n2Cc1ccco1	6%	-5%
13	Cc1cc(NC(=O)C2CCN(S(=O)(=O)c3ccc4[nH]c(=O)oc4c3)CC2)ccc1Br	-5%	-7%
14	COc1ccc(Cn2c(CCC(=O)Nc3cccc(OC)c3)nc3cccnc32)cc1	11%	0%
15	CC(C)(C)c1ccc(S(=O)(=O)c2cnc(SCC(=O)Nc3ccc(F)c(Cl)c3)[nH]c2=O)cc1	-7%	u
16	C[C@H]1c2cccc(O)c2C(O)=C2C(=O)[C@]3(O)C(O)=C(C(N)=O)C(=O)[C@@H](N(C)C)[C@@H]3[C@@H](O)[C@@H]21	1%	6%
17	O=C(c1ccccc1)c1ccc2n1CCC2C(=O)O (stereo unspecified)	5%	4%
18	Cc1ccc(CNC(=O)C2CCN(S(=O)(=O)c3c(C)noc3/C=C/c3ccccc3F)CC2)o1	-5%	-16%
19	NCC12CC3CC(C1)CC(CC(=O)O)(C3)C2	11%	17%
20	O=C1CCc2cc(OCCCCc3nnnn3C3CCCCC3)ccc2N1	-6%	-8%
21	COc1ccc2c(CNCCc3ccccc3OC)c(C(=O)O)n(Cc3ccc(F)cc3Cl)c2c1	-16%	u
22	COc1cc(C(=O)NC(c2ccccc2Cl)c2cc(Cl)c3cccnc3c2O)cc(OC)c1OC (stereo unspecified)	-13%	-17%
23	CCOC(=O)Nc1ccc(NCc2ccc(F)cc2)nc1N	3%	142%[activator]
24	Cc1nc2nc(NC(=O)c3cccc(Cl)c3)[nH]n2c(=O)c1Cc1ccccc1	4%	u

# 7 structures already listed, ordered by molar mass, high to low.
No.	compound	UDG counterscr	AID inh
1	COc1ccc(NC(=O)C2CCCN(c3nnc(C)c4c(C)n(-c5ccccc5)nc34)C2)cc1Cl (stereo unspecified)	-12%	1%
7	CCOc1ccccc1NC(=O)CSc1nc2ccccc2c2nc(CCn3cncc3C)nn12	-9%	u
16	C[C@H]1c2cccc(O)c2C(O)=C2C(=O)[C@]3(O)C(O)=C(C(N)=O)C(=O)[C@@H](N(C)C)[C@@H]3[C@@H](O)[C@@H]21	1%	6%
11	Cc1cc(Cl)ccc1NC(=O)Cn1nc(C)c2c(C)n(-c3ccccc3)nc2c1=O	-3%	-27%
20	O=C1CCc2cc(OCCCCc3nnnn3C3CCCCC3)ccc2N1	-6%	-8%
2	CCCN(CCC)C(=O)C(CCC(=O)O)NC(=O)c1ccccc1 (stereo unspecified)	8%	-11%
8	CN1CCC(=C2c3ccccc3CC(=O)c3sccc32)CC1	-2%	-9%

# Complete entries as entered above:
# CN1CCC(=C2c3ccccc3CC(=O)c3sccc32)CC1 is entered as UDG counterscr: -2%; AID inh: -9%
# O=C(NCCN1CCOCC1)c1ccc(Cl)cc1 is entered as UDG counterscr: 2%; AID inh: 1%
